# Screening results as filed in PubChem BioAssay.
# Pf gametocyte: late stage P. falciparum gametocyte viability inhibitors, primary screen, ATP luminescence, HTS; P. falciparum stage V gametocytes, 24 h; AID 743093, 2013; actives 0.065% (n = 150,000); inhibition, % at 10.9 µM;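 active means inhibition above the mean plus 3 SD of compounds within the control limits, set per campaign, cut at about 38% in these data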;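 further: 0% = DMSO wells and 100% = medium only without gametocytes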
# * marks the source's active call; other numbers are inactive results. These rows are one share of the data, so the mix of outcomes need not match the whole.
SMILES,Pf gametocyte
COc1ccc(OC)c(-c2csc(NC(=O)c3ccccc3F)n2)c1,0
O=C1C=C(c2ccc3c(c2)oc2ccccc23)C[C@@H](c2ccc(Cl)cc2)C1,5
O=C1C=C(c2ccc3[nH]ccc3c2)CCC1,6
C[C@H](CO)N1C[C@H](C)[C@@H](CN(C)C(=O)Nc2ccccc2)Oc2ccc(NC(=O)Nc3ccc(C(F)(F)F)cc3)cc2C1=O,-22
CCCCCCCCOc1ccc(C2CC(=O)NC2=O)cc1 (stereo not drawn),13
COC/C=C/C1=CC(=O)C[C@H](c2ccc3c(c2)OCO3)C1,7
COc1cc(Br)cc(/C=N/NC(=O)Cc2ccccc2)c1O,7
CCOC(=O)[C@@H]1[C@H]2COc3ccc(Br)cc3[C@@H]2N2C(=O)N(c3ccccc3)C(=O)[C@]12C,-37
Fc1ccccc1-c1nc(-c2ccc(-c3nn[nH]n3)cc2)no1,2
CC(C)N1CC(C(=O)Nc2cc(Cl)cc(Cl)c2)CC1=O (stereo not drawn),-12
COC(=O)c1cc(CN2CCN(c3ccccc3)CC2)ccc1O,-5
Cc1ccc(-c2csc(NC(=O)c3cccc(C)c3)c2C(=O)O)cc1,-20
COc1cccc(NC(=O)c2ccc3c(c2)OCO3)c1,-55
O=C(Nc1ccc2c(c1)OCCO2)c1cccc(Cl)c1Cl,-2
O=C(O)C1=CC[C@@H](c2ccc(Cl)cc2)N(S(=O)(=O)c2ccc(Cl)cc2)[C@H]1c1ccc(F)cc1,-2
CC1=C(C(=O)OCc2ccccc2)C(c2ccccc2)NC(=O)N1CCCC(=O)O (stereo not drawn),-6
COc1cccc(-c2cc(C(=O)Nc3ccc(N(C)C(C)=O)cc3)c3cc(Br)ccc3n2)c1,-7
CC1Nc2ncnc(N3CCOCC3)c2N(Cc2ccc(Cl)cc2)C1=O (stereo not drawn),5
O=[N+]([O-])c1ccc(N2CCN(Cc3ccc4c(c3)OCO4)CC2)nc1,-1
Cc1ccc(O)c(NC(=O)c2cc(-c3ccccc3)on2)c1,-19

# 4 neighbouring entries out of the list so far, for reference:
SMILES,Pf gametocyte
COc1cccc(-c2cc(C(=O)Nc3ccc(N(C)C(C)=O)cc3)c3cc(Br)ccc3n2)c1,-7
CC1Nc2ncnc(N3CCOCC3)c2N(Cc2ccc(Cl)cc2)C1=O (stereo not drawn),5
O=[N+]([O-])c1ccc(N2CCN(Cc3ccc4c(c3)OCO4)CC2)nc1,-1
Cc1ccc(O)c(NC(=O)c2cc(-c3ccccc3)on2)c1,-19

# Next part.
SMILES,Pf gametocyte
COc1cc(C(=O)N(C)C2CCCCC2)ccc1OC1CCN(C(C)=O)CC1,16
O=S(=O)(Nc1ccc(O)c2ccccc12)c1ccc(OC(F)(F)F)cc1,-1
COc1ccc(-n2c(=O)c3c4c(sc3n3cnnc23)CC(C)CC4)cc1 (stereo not drawn),-6
CCOC(=O)C(Cc1ccccc1)C(=O)c1ccco1 (stereo not drawn),-9
CCSc1ccc([C@@H]2[C@@H]3C(=O)N(CC)C(=O)[C@@H]3[C@]3(C(=O)OC)CCCCN23)cc1OC,1
CC(C)N1CCN(CCCc2ccccc2)CC1CCO (stereo not drawn),-12
COc1ccc(NC(=O)CN(c2ccc(Cl)cc2)S(C)(=O)=O)cc1OC,-9
COc1ccc(CC(=O)NCC2CCCN(Cc3ccc(F)c(OC)c3)C2)cc1 (stereo not drawn),13
CCc1ccc(Nc2n[n+](-c3ccccc3)c(-c3cccc(C)c3)s2)cc1,-17
O=C(Oc1ccc(Br)cc1C(=O)/C=C/c1ccccc1F)c1ccco1,-8
O=C(O)c1ccccc1C(=O)N1N=C(c2ccccc2)CC1c1ccccc1O (stereo not drawn),5
COC(=O)c1cc(Cl)cc2c(C)c(C3(O)CCCCC3)[nH]c12,23
COc1ccc(CCNS(=O)(=O)c2ccc([N+](=O)[O-])cc2)cc1OC,24
O=C1CC2(CCCC2)Oc2ccc(F)cc21,-15
CC(CNC(=O)Cn1ccc(NC(=O)OCc2ccccc2)nc1=O)c1ccccc1 (stereo not drawn),-6
CN(C)c1ccc(/C=C2\SC(N3CCCCC3)=NC2=O)cc1,4
Cc1ccc(C(=O)Nc2ccc(S(=O)(=O)N3CCOCC3)cc2)cc1Br,18
Cc1ccc(S(=O)(=O)N2[C@@H](c3ccc(Cl)cc3)C(C(=O)O)=CC[C@H]2c2ccc3c(c2)OCO3)cc1,-42
COc1ccc(C(=O)CC(CC(=O)c2ccc(OC)cc2)C(=O)O)cc1,-1
Fc1ccc(CNCC2CCCO2)cc1 (stereo not drawn),-2

# Reprinted at random: 4 compounds from above.
SMILES,Pf gametocyte
CC(C)N1CCN(CCCc2ccccc2)CC1CCO (stereo not drawn),-12
CCSc1ccc([C@@H]2[C@@H]3C(=O)N(CC)C(=O)[C@@H]3[C@]3(C(=O)OC)CCCCN23)cc1OC,1
Fc1ccc(CNCC2CCCO2)cc1 (stereo not drawn),-2
CN(C)c1ccc(/C=C2\SC(N3CCCCC3)=NC2=O)cc1,4

# More results:
SMILES,Pf gametocyte
CCC[C@@H](OS(N)(=O)=O)[C@@H](Cc1ccccc1)C(=O)OCC,3
CN(C)c1cccc(C(=O)N(C)C2CCCN(Cc3ccccc3F)C2)c1 (stereo not drawn),3
CN(C)CCO[C@@H](c1ccc(Cl)cc1)c1ccccn1,-4
COc1ccc2c3n(nc2c1)CCN=C3c1ccc(C)cc1,1
CC(C)(Cc1cc(CC(C)(C)C(=O)O)cc(C(C)(C)C)c1)C(=O)O,13
O=S(=O)(c1ccc(-c2ccccc2)cc1)N1CCCCC1,-14
CC(C)(NC(=O)N1CCOCC1)c1cccc(C(C)(C)NC(=O)N2CCOCC2)c1,3
O=[N+]([O-])c1ccc(N2CCN(Cc3ccc(Br)o3)CC2)cc1,14
CC(=O)N(CCOc1ccccc1)CCOc1ccccc1,-31
O=S1(=O)CCO[C@H]2Cc3ccccc3[C@H]2N1Cc1cccc(Cl)c1,-16
Cc1cc(C(=O)Nc2ccc(F)cc2)c2ccccc2n1,7
CCCCNC(=O)[C@H]1C[C@H]1[C@@H](O)[C@H](CO)NC(=O)[C@H](COCc1ccccc1)NC(=O)OC(C)(C)C,17
Cc1cccc(-c2sc(Nc3ccccc3)n[n+]2-c2ccc(F)cc2)c1,6
COc1ccc(CN2CCCC(N3CCc4ccccc4C3)C2)c(O)c1 (stereo not drawn),8
COc1cccc(Cn2c(NCc3ccccn3)nc3c2c(=O)n(C)c(=O)n3C)c1,-62
CCCC1(C(=O)OC)NC(c2ccc(OC)c(OC)c2)C2C(=O)N(c3cccc(C(C)=O)c3)C(=O)C21 (stereo not drawn),2
CCOc1cc(C2NC(=O)NC(C)=C2C(=O)OCC2CCCCC2)ccc1O (stereo not drawn),6
Clc1cccc(CNCCCSc2ncccn2)c1,2
CN(C)S(=O)(=O)NCC1CCCN(Cc2ccc(-c3ccccc3)cc2)C1 (stereo not drawn),-16
Cc1ccc(N(CC(=O)NC(C)(C)C)C(=O)CCC(=O)Nc2nccs2)cc1C,-16
CC(C)Nc1nc(Cl)nc(NC2CCCCC2)n1,24
CCC(C)C(Nc1ncnc2scc(-c3ccccc3)c12)C(=O)O (stereo not drawn),11
[N-]=[N+]=NC[C@H](Cc1ccccc1)N1CC[C@@H](OCc2ccccc2)CCC1=O,5
Cc1nc2ccccc2n1CC(=O)c1ccccc1,-9
CC(=O)N/C(=C/c1ccccc1)c1ccccc1,-4
O=C1[C@H]2[C@@H](c3ccc(F)cc3)N3C(=O)N(c4cccc(Br)c4)C(=O)[C@@]3(Cc3ccc(Cl)cc3)[C@H]2C(=O)N1C1CCCCC1,20
O=[N+]([O-])c1cccc(-c2ccc3nnc(SCc4cccnc4)n3n2)c1,0
Cc1ccc(SCCSc2nc(N)cc(=O)[nH]2)cc1,-8
CC(C)(C)C(=O)C1=C(O)C(=O)N(Cc2ccccc2)C1c1ccccc1F (stereo not drawn),10
CC1(C)C(C(=O)OCC(Cl)(Cl)Cl)N2C(=O)C(NC(=O)Cc3ccccc3)C2S1=O (stereo not drawn),-4
CN1CCN(S(=O)(=O)c2ccc(NC(=O)c3ccccc3F)cc2)CC1,-38
C=Cn1cc[n+](CC(=O)c2cccs2)c1,-28
O=C(NCC(=O)N1CCCC1)c1ccc(Br)o1,-7
COc1ccc(N/C=C\C(=O)c2ccc3ccccc3c2)cc1,-15
C[C@H]1CN=C(Nc2ccccc2)N1CCc1ccc(F)cc1,1
O=C1CCN(CCc2ccccc2)CCN1[C@H](CO)Cc1ccccc1,-7
CCCCCCCCCCCCN1[C@@H](CC(=O)O)c2cc(F)ccc2S1(=O)=O,6
Cc1cccc(CC(=O)N2CCCC2)c1,0
O=C1C=C(c2ccccc2)CCC1,21
O=[N+]([O-])c1ccc(CN2CCC(Cc3ccccc3)CC2)cc1,10
COc1ccc(Cc2nnc3n2N=C(c2cc4ccccc4o2)CS3)cc1OC,19
O=C(Nc1ccc2[nH]ncc2c1)c1ccccc1Cl,4
CC[C@]1(c2ccccc2C)ON(c2ccccc2C(F)(F)F)C1=O,9
Cc1ccc(Nc2ccc([N+](=O)[O-])ccc2=O)cc1,-9
O=C(CSc1nc2ccc(Nc3nc(N4CCOCC4)nc(N4CCOCC4)n3)cc2s1)Nc1ccccc1,4
COc1cccc2cc(C(=O)OCc3ccccc3)c(=O)oc12,5
Cc1cc(C)n(CC(O)COc2ccccc2Br)n1 (stereo not drawn),-10
O=C(C[C@@H]1C/C=C\CC[C@@H](Cc2ccc(F)cc2)C(=O)OC[C@@H]2CCCN2C1=O)NCCO,-9
CN(C)Cc1c(C(=O)Nc2ccccc2)[nH]c2ccccc12,-12
COc1ccc(/C=N/NC(=O)c2cccnc2)cc1O,-17
CCCn1nnnc1NCc1ccc(N(CC)CC)cc1,-19
CC(C)(C)OC(=O)NCCCCCNC(=O)c1nc[nH]c1C(=O)NCC(=O)OCc1ccccc1,4
O=C(Nc1ccc(Cl)c(C(F)(F)F)c1)[C@@H]1CC=C[C@@H]2CCN(C3CC3)C(=O)[C@@H]21,-5
COc1ccc([C@H]2CC(=O)C=C(c3c(OC)cccc3OC)C2)cc1,-7
O=C(Nc1ccc(Cl)cn1)c1ccc(Oc2ccccc2)cc1,5
CCOC(=O)c1ccc(NCc2ccncc2)cc1,5
C=C1CCN([C@@H](Cc2ccccc2)C(=O)NCCCc2ccccc2)S(=O)(=O)c2ccccc21,-7
COc1cc2cnc(-c3ccccc3)cc2cc1OC,-15
Cc1ccc(C)c(OCCCCN2CCNCC2)c1C,5
O=C(CN1C(=O)S/C(=C\c2ccc(C(=O)O)cc2)C1=O)Nc1ccccc1,21

# Continuation:
SMILES,Pf gametocyte
CCc1ccc(/C(C)=N/NC(=O)C(O)c2ccccc2)s1 (stereo not drawn),10
CC1(C)CC(=O)C2=C(C1)Nc1ccccc1NC2c1ccc(F)cc1 (stereo not drawn),-6
O=c1[nH]c2ccc(Cl)cc2c(-c2ccccc2)c1[N+](=O)[O-],-9
COc1cccc(C2C(C(=O)c3ccco3)=C(O)C(=O)N2CCCN2CCOCC2)c1OC (stereo not drawn),-3
Cc1cccc(NCc2ccc(N(C)C)cc2)n1,-9
O=C1CSC(c2cccc([N+](=O)[O-])c2)N1Cc1ccccc1 (stereo not drawn),-11
COc1ccc(Br)cc1/C=N/N1CCN(Cc2ccccc2Cl)CC1,-24
C=CCn1c(=N)n(CC(=O)c2ccccc2)c2ccccc21,10
COC(=O)c1ccc(COc2ccc(C=O)cc2)o1,-23
COc1cc2c(cc1OC)C(C(=O)Nc1ccc(F)c(Cl)c1)CC(=O)N2 (stereo not drawn),14
COc1cc2c(cc1OC)C(C(=O)NC(C)c1ccccc1)CC(=O)N2 (stereo not drawn),-22
CCN1CCN(CCOCCOc2ccccc2)CC1,-18
CC(C)(C)C(C(=O)n1cccc1C#N)c1ccccc1 (stereo not drawn),-15
COc1nc(NC2CCCCC2)nc(NC(C)(C)C)n1,3
C=CCNc1nc(Cl)nc(NC2CCCCC2)n1,15
CS(=O)(=O)N(CC(=O)N1CCc2ccccc2C1)c1cccc([N+](=O)[O-])c1,3
C=CCOC(=O)C1=C[C@@H](c2coc3ccccc3c2=O)C[C@@H](OCCCCO)O1,-35
CCOC(=O)c1cnc2c(CC)cccc2c1NCCCN1CCOCC1,-41
CCC1Nc2ncnc(N3CCCCC3)c2N(Cc2ccc(C)cc2)C1=O (stereo not drawn),-19
COCCN1C2=C(C(=O)CC(C)(C)C2)C(c2ccc(O)c(OC)c2)C2=C1CC(C)(C)CC2=O,-27

# Gathered by group, those above with an aryl thioether with sulfur outside any ring.
SMILES,Pf gametocyte
CCSc1ccc([C@@H]2[C@@H]3C(=O)N(CC)C(=O)[C@@H]3[C@]3(C(=O)OC)CCCCN23)cc1OC,1
Clc1cccc(CNCCCSc2ncccn2)c1,2
O=[N+]([O-])c1cccc(-c2ccc3nnc(SCc4cccnc4)n3n2)c1,0
Cc1ccc(SCCSc2nc(N)cc(=O)[nH]2)cc1,-8
O=C(CSc1nc2ccc(Nc3nc(N4CCOCC4)nc(N4CCOCC4)n3)cc2s1)Nc1ccccc1,4

# The listing picks up with the 4 entries that preceded the break.
SMILES,Pf gametocyte
C=CCOC(=O)C1=C[C@@H](c2coc3ccccc3c2=O)C[C@@H](OCCCCO)O1,-35
CCOC(=O)c1cnc2c(CC)cccc2c1NCCCN1CCOCC1,-41
CCC1Nc2ncnc(N3CCCCC3)c2N(Cc2ccc(C)cc2)C1=O (stereo not drawn),-19
COCCN1C2=C(C(=O)CC(C)(C)C2)C(c2ccc(O)c(OC)c2)C2=C1CC(C)(C)CC2=O,-27
CCOc1ccccc1NC(=O)c1cccc2ccccc12,-16
CCN(C(=O)/C=C/c1ccc(OC)cc1)C1CCCCC1,28
Cc1ccc(C(=O)Nc2ccc(N3CCN(C)CC3)cc2)cc1,-7
O=[N+]([O-])c1ccc(OCc2n[nH]c(=S)n2-c2ccccc2)cc1,-16
O=C(/C=C/Nc1ccc(F)cc1F)c1ccc(Br)cc1,13
COc1ccc(CN2CCN(CCc3ccccc3)C(CCO)C2)c(Cl)c1OC (stereo not drawn),5
CC[C@H](C)[C@@H](C(=O)NCCCCCCCCCCC(=O)N1CCN(C(=O)OC(C)(C)C)CC1)n1cc(CCCCCNC(=O)OC(C)(C)C)nn1,-11
COCCCNc1nc(CC(C)C)nc2c1nnn2Cc1ccccc1,7
O=C1[C@H]2[C@@H](c3ccc(F)cc3)N3C(=O)N(c4cccc(F)c4)C(=O)[C@@]3(Cc3ccccc3)[C@H]2C(=O)N1C1CCCCC1,-3
Cc1nc(C)c(-c2csc(Nc3ccc(O)cc3C)n2)s1,16
